Bioassay records: PubChem BioAssay, several laboratories
AI-2 QS mod: modulators of Vibrio harveyi AI-2 quorum sensing system. hit rate 0.4% among 300,000. AID 2094. Vibrio harveyi JMH597 AI-2 luminescence/OD600 ratio, 9 h; stronger effect = lower value; strain lacks LuxN and CqsS sensors; 0 = neutral-control median. activity change, % at 7.5 µM; in the data active = activity change below about -75%, passing the limit was not always enough;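 also: luminescence divided by OD600 gain over 9 h not by final OD600 alone; inactives centre near 13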
PolyA inhibitor: blocks polyadenylation in yeast reporter cells; hit rate 0.02% among 300,000; S. cerevisiae SKY197-pL101 polyadenylation reporter, beta-gal luminescence; efflux-impaired pdr1/pdr3 knockout yeast; score 100 = 6 SD above DMSO; calls only at 12 µM; AID 1875;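 active = lowest replicate activity score at least 50, where 100 means six control SD above control mean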;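 also: yeast exposed to compound for 9 h at 30 °C; higher score means more reporter readthrough which indicates perturbed polyadenylation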
TRPC4 agonist: TRPC4 (mouse) channel activation. Q9QUQ5. HEK293 TRPC4beta/mu-opioid, Fluo4 calcium fluorescence; stronger effect = higher value. B-score at 10 µM. hit rate 0.49% among 310,000. AID 2237;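 active = B-score above 5 SD of library B-scores, and initial fluorescence ratio not above library mean plus 5 SD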;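 also: positive B-score marks a calcium rise read as TRPC4 activation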
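Assay system: HEK293 cells stably co-expressing mouse TRPC4beta and mu-opioid receptor / Timing: Fluo4 dye loading 45 min at room temperature, 110 s recording / Signal: Fluo4 calcium-sensitive dye fluorescence, kinetic, 1 Hz baseline / Read-out: integrated baseline-normalised fluorescence ratio, converted to per-well B score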
HIF act: HIF pathway transcriptional activation | activation, % at 7.5 µM (by protocol) | hit rate 0.32% among 300,000 | AID 1910 | U2OS HRE-luciferase reporter, luminescence; normalized: DMSO 0%, desferrioxamine 100%;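 active = mean activation of at least 10% of the iron chelator positive control signal, with at least half of replicates also reaching 10%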
TRPC4 block: TRPC4 (mouse) channel inhibition; HEK293 TRPC4beta/mu-opioid, DAMGO-evoked Fluo4 calcium flux; stronger effect = lower value; hit rate 0.39% among 300,000; AID 2247; B-score at 10 µM;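 active = B-score over 3 SD under the library average, no early fluorescence shift, positive overall ratio signal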
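material = TRPC4beta/mu-opioid receptor HEK293 cell line | probe or stimulus = sequential submaximal and maximal DAMGO stimulation | compound dosing = one concentration per compound | measured by = Fluo4 Ca2+ flux fluorescence | evaluation = integrated fluorescence ratio relative to baseline, converted to per-well B score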
TRPC4 PAM: TRPC4 (mouse) allosteric potentiation; Q9QUQ5; HEK293 TRPC4beta/mu-opioid, DAMGO EC20, Fluo-4 Ca2+ flux; stronger effect = higher value; B-score at 10 µM; hit rate 0.42% among 310,000; AID 2227;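 active = B-score of calcium response area above 5 SD of library B-scores, with initial fluorescence ratio within 5 SD of library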;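 also: B-score of integrated fluorescence ratio over time as area under calcium response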
MrgX1 ag: agonists of human MrgX1 receptor; Q96LB2; MrgX1-HEK293 cells, Fluo-4 calcium fluorescence, agonist mode; stronger effect = higher value; B-score at 10 µM; hit rate 0.44% among 310,000; AID 588627;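 active = calcium response B-score plate-corrected fluorescence ratio at least 3 library SD, with starting fluorescence B-score inside 5 SD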
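Assay system: MrgX1-expressing HEK293 cells / Amount: fifteen thousand cells per well / Doses: test compound in the initial addition of three / Timing: cells plated overnight, dye loaded 0.5 h 37 °C, 0.5 h room temperature / Technique: kinetic calcium dye fluorescence, Fluo-4 NW / Control set: positive and negative controls per plate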
TRPC6 inh: blocks the mouse TRPC6 cation channel | HEK293-TRPC6, membrane potential dye, ACh-evoked depolarization; stronger effect = lower value | Q61143 | AID 2553 | B-score at 10 µM | hit rate 1.1% among 310,000;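 active = B-score under library mean minus 3 SD, initial fluorescence not abnormally high, positive integrated signal ratio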;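 also: B-score derived from integrated fluorescence ratio over the kinetic read; more negative B-score means stronger inhibition of depolarization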
Target sequence (Q61143 whole entry, looked up): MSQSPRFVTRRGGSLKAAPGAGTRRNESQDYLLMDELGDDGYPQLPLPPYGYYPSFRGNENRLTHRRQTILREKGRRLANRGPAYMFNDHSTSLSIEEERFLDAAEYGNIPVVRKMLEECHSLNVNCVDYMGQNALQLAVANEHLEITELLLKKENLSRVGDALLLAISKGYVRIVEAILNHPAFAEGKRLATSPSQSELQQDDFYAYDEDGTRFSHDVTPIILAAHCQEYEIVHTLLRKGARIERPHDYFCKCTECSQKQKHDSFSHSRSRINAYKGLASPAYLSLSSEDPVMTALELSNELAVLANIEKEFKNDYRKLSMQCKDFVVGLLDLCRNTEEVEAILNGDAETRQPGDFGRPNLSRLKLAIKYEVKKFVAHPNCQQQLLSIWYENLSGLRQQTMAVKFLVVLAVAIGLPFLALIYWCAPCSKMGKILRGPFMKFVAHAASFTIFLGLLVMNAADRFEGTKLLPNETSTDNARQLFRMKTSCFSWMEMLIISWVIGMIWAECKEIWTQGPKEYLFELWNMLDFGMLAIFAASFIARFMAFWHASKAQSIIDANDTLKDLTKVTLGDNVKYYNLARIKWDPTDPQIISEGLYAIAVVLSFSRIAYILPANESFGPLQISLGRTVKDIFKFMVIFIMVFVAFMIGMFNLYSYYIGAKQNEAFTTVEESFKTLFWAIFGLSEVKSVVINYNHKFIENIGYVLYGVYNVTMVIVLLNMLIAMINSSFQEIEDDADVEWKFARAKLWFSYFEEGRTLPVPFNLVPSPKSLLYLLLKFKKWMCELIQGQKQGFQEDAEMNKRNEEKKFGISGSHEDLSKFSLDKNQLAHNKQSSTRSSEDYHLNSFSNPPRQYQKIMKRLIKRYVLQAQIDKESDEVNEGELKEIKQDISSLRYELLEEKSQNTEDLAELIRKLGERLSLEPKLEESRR
TRPC6 activator: activates the mouse TRPC6 cation channel. HEK293-TRPC6 membrane potential dye fluorescence; stronger effect = higher value. B-score at 10 µM. hit rate 0.13% among 310,000;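 active = B-score of the integrated fluorescence ratio above library mean plus 3 SD, and starting fluorescence ratio within library mean plus 5 SD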;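 also: higher score means more depolarization so channel activation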
MrgX1 antagonist: blocks BAM8-22 activation of human MrgX1 receptor | Q96LB2 | MRGX1-HEK293 calcium flux, Fluo-4, BAM8-22 antagonism; stronger effect = lower value | B-score at 10 µM | hit rate 1.3% among 310,000;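 active = calcium-response B-score plate-corrected more than 3 library SD below zero, starting fluorescence within 5 deviations, no agonist response on first addition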;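 also: peak minus trough fluorescence over baseline after final BAM8-22 challenge near maximal dose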
MrgX1 allo act: allosterically activates human MrgX1 receptor signaling | Q96LB2 | MrgX1-HEK293, Fluo-4 calcium flux, FDSS; stronger effect = higher value | B-score at 10 µM | hit rate 0.63% among 310,000 | AID 588675;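 active = plate-corrected calcium response at least 3 library SD above typical, normal starting fluorescence, not activating the receptor alone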;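 also: compound read alongside a low EC10 to EC30 dose of BAM8-22 agonist; peak minus trough fluorescence over baseline measured at the second addition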
* hit, by the source's call; i = inactive; . = not tested or not shown. The list is partial. The share of hits here may be higher or lower than overall.

SMILES	AI-2 QS mod	PolyA inhibitor	TRPC4 agonist	HIF act	TRPC4 block	TRPC4 PAM	MrgX1 ag	TRPC6 inh	TRPC6 activator	MrgX1 antagonist	MrgX1 allo act
O=C(Nc1cc(Cl)cc(Cl)c1)c1ccc(Cn2c(=O)[nH]c3ccsc3c2=O)cc1	21	i	i	-0.2	i	i	i	i	i	i	i
CCOC(=O)c1c(C)nc2c(c1-c1cc(OC)ccc1OC)C(=O)c1ccccc1-2	3	i	i	-0.2	i	i	i	i	i	i	i
CCN1CCN(C(=O)c2cc3cc(Cl)ccc3[nH]2)CC1	-77*	i	i	-1.1	i	i	i	i	i	i	i
COc1ccc(Cl)cc1NC(=O)CSc1nc2sccc2c(=O)[nH]1	14	i	i	-0.6	i	i	i	i	i	i	i
CCOC(=O)N/N=C1\CC(C)S(=O)(=O)c2ccc(Cl)cc21 (stereo not given)	29	i	i	-0.3	i	i	i	i	i	i	i
CCOC(=O)Nc1nnc(Cc2ccc(Cl)c(Cl)c2)s1	18	i	i	0.0	i	i	i	i	i	i	i
COc1ccc(CNC(=S)N/N=C/c2ccc(O)c(OC)c2)cc1	-3	i	i	20*	i	i	i	i	i	i	i
COC(=O)c1ccc(N(CC(=O)NC2CCCC2)C(=O)CNC(=O)c2cccs2)cc1	13	i	i	-0.6	i	i	i	i	i	i	i
CC(=O)C1=C(C)N(Cc2ccccc2)C(=O)N[C@@H]1c1cccc(C(F)(F)F)c1	21	i	i	-1.4	i	i	i	i	i	i	i
Cc1oc2ccc(OCc3ccc(Br)cc3)cc2c1C(=O)O	-4	i	i	-9.5	i	i	i	i	i	i	i
CCCCN(Cc1ccco1)C(=O)c1cc2c(=O)[nH]c3ccc(C)cc3c2s1	21	i	i	-0.3	i	i	i	i	i	i	i
COc1ccc(N(/N=C2\Sc3ccccc3C2=O)C(C)=O)cc1	21	i	i	1.5	i	i	.	i	i	.	.
Cc1ccc(OCc2nnc(SCC(=O)Nc3nccs3)n2-c2ccccc2)cc1C	25	i	i	0.1	i	i	i	i	i	i	i
O=[N+]([O-])c1ccc(Oc2ccc(-c3nnco3)cc2)c(Cl)c1	19	i	i	0.3	i	i	i	i	i	i	i
Nc1ccc(C(=O)OCCc2ccccc2)cc1	-42	i	i	4.2	i	i	i	i	i	i	i
C[C@@H]1C=C[C@](Cc2ccccc2)(C(=O)NCCc2c[nH]c3ccccc23)N1C(=O)c1ccccc1	34	i	i	0.4	i	i	i	i	i	i	i
COc1ccc(C(OC(=O)c2ccco2)C(=O)NCc2ccc(C)cc2)cc1 (stereo not given)	22	i	i	0.5	i	i	i	i	i	i	i
CCOC(=O)NC(Nc1nnc(SCC)s1)(C(F)(F)F)C(F)(F)F	12	i	i	0.0	i	i	i	i	i	i	i
CSc1nc2n(n1)C(c1cc(Br)ccc1F)C(C(=O)N(C)C)=C(C)N2 (stereo not given)	10	i	i	-0.2	i	i	i	i	i	i	i
CCOC(=O)N1CCN(CCC(=O)Nc2ccc(Br)c(C)c2)CC1	14	i	i	-0.4	i	i	i	i	i	i	i
Cc1noc(C)c1C(=O)N1CCC2(CC1)Oc1ccc(F)cc1C(=O)C21CC(c2ccc(Cl)cc2)=NO1 (stereo not given)	13	i	i	-0.2	i	i	i	i	i	i	i
Cc1cc(C(=O)OC(C)C(=O)Nc2cccc(S(=O)(=O)N3CCOCC3)c2)c(C)o1 (stereo not given)	4	i	i	-40	i	i	i	i	i	i	i
Cc1c(NC(=O)c2ccc(COc3ccc4ccccc4c3)o2)c(=O)n(-c2ccccc2)n1C	12	i	i	1.0	i	i	i	i	i	i	i
COC(=O)Cn1c(O)c(N=NC(=O)CNC(=O)COc2cccc(C)c2)c2ccccc21	26	i	i	0.0	i	i	i	i	i	i	i
COc1ccc(NC(=O)NC2CCCc3ccccc32)cc1 (stereo not given)	20	i	i	0.0	i	i	i	i	i	i	i

The list goes on:
SMILES	AI-2 QS mod	PolyA inhibitor	TRPC4 agonist	HIF act	TRPC4 block	TRPC4 PAM	MrgX1 ag	TRPC6 inh	TRPC6 activator	MrgX1 antagonist	MrgX1 allo act
CSc1ccc(S(=O)(=O)N2CCC(C(=O)NC3CC3)CC2)cc1	4	i	i	-1.4	i	i	i	i	i	i	i
COc1cc(S(=O)(=O)N2CCCCC2)c(OC)cc1Br	12	i	i	0.7	i	i	i	i	i	i	i
CC(=O)Nc1ccccc1OC(C)C(=O)N1CC(C)CC(C)C1 (stereo not given)	16	i	i	1.2	i	i	i	i	i	i	i
COCCn1nnnc1C(c1ccccc1)N1CCN(C)CC1 (stereo not given)	9	i	i	0.6	i	i	i	i	i	i	i
CCOC(=O)C1=C(C)NC(=O)N(C(C)=O)C1c1ccc(Cl)cc1 (stereo not given)	22	i	i	-0.1	i	i	i	i	i	i	i
C=CCOc1cccc(CNCCCN2CCOCC2)c1	4	i	i	-1.1	i	i	i	i	i	i	i
CCOC(=O)N1CCN(C(=O)c2ccc3c(c2)N(CC)CCS3)CC1	30	i	i	-0.4	i	i	i	i	i	i	i
OC1(c2ccc(Br)cc2)CN(c2ccccc2)C2=[N+]1CCS2 (stereo not given)	9	i	93*	0.5	i	i	i	i	i	i	i
CC(C)(C)Sc1ccc(/C=N/O)cc1[N+](=O)[O-]	-5	i	i	0.5	i	i	i	i	i	i	i
CNC(=O)c1ccsc1NC(=O)CCS(=O)(=O)c1ccc(F)cc1	28	i	i	0.0	i	i	i	i	i	i	i
COc1ccccc1N1CCN(C(=O)c2ccc(C(C)(C)C)cc2)CC1	35	i	i	-0.2	i	i	i	i	i	i	i
OCC1(Cc2ccccc2)CCCN(Cc2cnn(-c3ccccc3)c2)C1 (stereo not given)	17	i	i	0.5	-7*	i	i	i	i	i	i
CCCCn1c(N)c(N(CCOC)C(=O)c2ccc(Cl)c(S(=O)(=O)N3CCCCC3)c2)c(=O)[nH]c1=O	-2	i	i	1.5	i	i	i	i	i	i	i
CN1CCN(S(=O)(=O)c2cccc(C(=O)Oc3ccccc3Cl)c2)CC1	17	i	i	-0.5	i	i	i	i	i	i	i
Cc1ccc(S(=O)(=O)c2nnn3c2nc(NC2CCN(Cc4ccccc4)CC2)c2ccccc23)cc1C	53	i	i	-0.4	i	i	i	i	i	-11*	8.3*
Cc1cccc(CSc2ccc(-c3ccco3)nn2)c1	-70	i	i	1.7	i	i	i	i	i	i	i
CCN(CC)c1ccc(/C=N/NC(=O)c2cc(C)nc3ccccc23)cc1	10	i	i	-2.3	i	i	i	i	i	i	i
CCOc1ccc(C(=O)NCC(=O)N2CCC3(CC2)NCCc2[nH]cnc23)cc1	11	i	i	0.2	i	i	i	i	i	i	i
C=CCNCCCCOc1ccccc1-c1ccccc1	24	i	i	0.1	i	i	i	i	i	i	i
Cc1ccnc(NC(=O)c2ccc(NS(=O)(=O)/C=C/c3ccccc3)cc2)c1	37	i	i	2.6	i	i	i	i	i	i	i
O=C(Nc1ccc(N2CCCC2)cc1)C(c1ccccc1)c1ccccc1	-3	i	i	-0.3	i	i	i	i	i	i	i
CCNS(=O)(=O)c1cc(OC)ccc1OC	22	i	i	-0.4	i	i	i	i	i	i	i
S=c1[nH]nc(-c2cccs2)n1/N=C/c1cn(-c2ccccc2)nc1-c1cccs1	27	i	i	2.4	i	i	i	i	i	i	i
CCOC(=O)c1c(NC(=O)CN2CCN(C)CC2)sc(C(=O)Nc2ccccc2)c1C	13	i	i	0.5	i	i	i	i	i	i	i
COc1ccc2cc(C(=O)Nc3ccc(F)cc3)sc(=O)c2c1OC	21	i	i	0.9	i	i	i	i	i	i	i

Next compounds follow.
SMILES	AI-2 QS mod	PolyA inhibitor	TRPC4 agonist	HIF act	TRPC4 block	TRPC4 PAM	MrgX1 ag	TRPC6 inh	TRPC6 activator	MrgX1 antagonist	MrgX1 allo act
O=C(/C=C/c1cccc(Cl)c1)c1nc2ccccc2[nH]1	12	i	i	2.7	i	i	i	i	i	i	i
COc1ccc(NC(=O)CSc2nn3c(=O)c(C)nnc3s2)cc1	22	i	i	0.3	i	i	i	i	i	i	i
COc1ccc(Oc2ccc(C(F)(F)F)cc2NC(=O)c2ccc(OC)cc2)cc1	.	i	i	-1.3	i	i	i	i	i	i	i
O=C(CC1C(=O)NCCN1C(=O)c1ccc([N+](=O)[O-])cc1)Nc1ccc(F)cc1 (stereo not given)	22	i	i	-0.4	i	i	i	i	i	i	i
CCCNC(=O)NC(=O)CSc1nc2cc(C(=O)OC)ccc2c(=O)n1-c1ccccc1	14	i	i	-0.5	i	i	i	i	i	i	i
CCOc1ccc(C)cc1-n1nc2ccccc2n1	17	i	i	1.8	i	i	i	i	i	i	i
CC(C)Cn1c(CCC(=O)O)ccc1-c1cccs1	5	i	i	0.1	i	i	i	i	i	i	i
Cn1c(=O)c(Oc2ccc(Cl)cc2)c(O)c2ccccc21	9	i	i	0.0	i	i	i	i	i	i	i
Brc1ccc(-c2noc(C3CCCCC3)n2)cc1	8	i	i	0.8	i	i	i	i	i	i	i
COc1ccc(C=O)cc1COc1ccccc1F	8	i	i	0.2	i	i	i	i	i	i	i
COc1ccc(OC)c(NC(=O)C2CCN(c3cc(-c4ccccc4)nc4ncnn34)CC2)c1	24	i	i	0.3	i	i	i	i	i	i	i
COC(=O)c1c(NC(=O)C2CC2)sc2c1CCCC2	5	i	i	-0.7	i	i	i	i	i	i	i
O=C(c1ccc(F)c(S(=O)(=O)N2CCOCC2)c1)N1CCc2ccccc21	4	i	i	-0.4	i	i	i	i	i	i	i
Cc1ccc([N+](=O)[O-])cc1NC(=O)CSc1nncc2ccccc12	32	i	i	-0.5	i	i	i	i	i	i	i
Cc1nn(C)c(Oc2ccc(Cl)cc2)c1C=O	-1	i	i	-0.2	i	i	i	i	i	i	i
Cc1ccc(NC(=O)CCC(=O)c2cccs2)c(O)c1	-82*	i	i	0.8	i	i	i	i	i	i	i
COc1ccc(C(c2nnnn2C2CCCCC2)N2CCN(c3ccc(OC)cc3)CC2)cc1 (stereo not given)	18	i	i	0.3	i	i	i	i	i	i	i
